# From PubChem BioAssay
# Anthrax LF inh2: anthrax lethal factor protease inhibition. AID 588501. multiplex microsphere protease cleavage assay, LF. inhibition, % at 10 µM. 0.12% of 360,000 active. P15917; further: plate controls were buffer without enzyme for full effect and enzyme alone for no effect
# BoNT-A LC inh2: blocks Botulinum neurotoxin A light chain protease | AID 588499 | multiplex microsphere protease substrate cleavage, flow cytometry | inhibition, % at 10 µM | 0.17% of 360,000 active; further: plate controls were buffer without enzyme for full effect and enzyme alone for no effect
# Mtb BioA inh: inhibitors of Mycobacterium tuberculosis BioA enzyme | 0.096% of 360,000 active | purified M. tuberculosis BioA enzyme, plate reader | inhibition, % at 9.99 µM | AID 602481; in the data active means inhibition above about 40%; inconclusive means no clear call, values can overlap the other calls
# FadD28 binding: inhibitors of Mycobacterium tuberculosis FadD28 bisubstrate binding | inhibition, % at 12.5 µM | FadD28 bisubstrate probe binding, fluorescence polarization | 0.22% of 360,000 active; in the data active means inhibition above about 8.5%, passing the limit was not always enough; inconclusive means no clear call, values can overlap the other calls
# PfHsp40 yeast: compounds rescuing yeast from Plasmodium falciparum HSP40 toxicity | growth rescue, % at 12.5 µM | AID 504582 | S. cerevisiae expressing PfHsp40, growth rescue, ATP luminescence | 0.68% of 340,000 active; in the data active means growth rescue above about 28%, passing the limit was not always enough; inconclusive means no clear call, values can overlap the other calls;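 further: yeast W303a lacking pdr1 and pdr3 grown in galactose medium; growth measured after three days at 30 °C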
# GDH-TPI counter: GDH-TPI coupled enzyme inhibition counter-screen; GDH-TPI coupled enzyme counterscreen, NADH absorbance; inhibition, % at 4.8 µM; 1.2% of 360,000 active; AID 588335; in the data active means inhibition above about 30%;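 further: 0% = DMSO wells and 100% = wells lacking the enzyme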
# UGM FP inh: Mtb UDP-galactopyranose mutase inhibition | 0.06% of 320,000 active | purified UGM, fluorescence polarization probe displacement | inhibition, % at 10 µM; in the data active means inhibition above about 10%, passing the limit was not always enough; inconclusive means no clear call, values can overlap the other calls
# Target sequence (P9WIQ1 whole entry, looked up): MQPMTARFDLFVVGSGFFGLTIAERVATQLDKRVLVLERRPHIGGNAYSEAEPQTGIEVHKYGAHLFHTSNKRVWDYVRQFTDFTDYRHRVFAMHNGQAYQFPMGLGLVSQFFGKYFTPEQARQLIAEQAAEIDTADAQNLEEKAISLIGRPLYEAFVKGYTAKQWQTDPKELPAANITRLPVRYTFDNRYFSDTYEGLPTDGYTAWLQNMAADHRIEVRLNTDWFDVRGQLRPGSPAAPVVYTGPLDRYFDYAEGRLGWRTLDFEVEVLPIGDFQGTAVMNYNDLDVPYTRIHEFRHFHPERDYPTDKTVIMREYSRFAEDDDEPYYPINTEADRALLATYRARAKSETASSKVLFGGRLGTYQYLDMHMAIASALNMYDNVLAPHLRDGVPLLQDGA
# FBA Mtb inh: inhibits M. tuberculosis FBA enzyme. AID 588726. purified M. tuberculosis FBA, fluorescence read-out. 2.3% of 360,000 active. inhibition, % at 1 µM; in the data active means inhibition above about 27%;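 further: 0% = vehicle and 100% = reference inhibitor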
# Target sequence (P9WQA3 whole entry, looked up): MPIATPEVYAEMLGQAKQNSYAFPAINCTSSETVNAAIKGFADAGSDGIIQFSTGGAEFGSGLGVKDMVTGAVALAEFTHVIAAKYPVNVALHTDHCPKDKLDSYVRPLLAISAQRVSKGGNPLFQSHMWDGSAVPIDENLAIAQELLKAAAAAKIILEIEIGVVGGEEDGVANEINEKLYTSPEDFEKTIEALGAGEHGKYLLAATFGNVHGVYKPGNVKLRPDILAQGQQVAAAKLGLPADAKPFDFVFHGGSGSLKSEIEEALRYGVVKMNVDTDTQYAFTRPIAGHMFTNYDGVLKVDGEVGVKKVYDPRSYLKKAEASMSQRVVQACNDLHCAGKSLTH
# BoNT-F LC inh: BoNT F light chain protease inhibition | Multiplex microsphere protease cleavage assay, flow cytometry | inhibition, % at 10 µM | 0.22% of 360,000 active | AID 588497; in the data active means inhibition above about 35%, passing the limit was not always enough; inconclusive means no clear call, values can overlap the other calls; further: plate controls were buffer without enzyme for full effect and enzyme alone for no effect
# * marks the source's active call; other numbers are inactive results; ? = inconclusive; . = not tested or not shown; & = joins results of further samples. Unless noted, no stated cut-off is given here; in the data, active means inhibition above about 30%; inconclusive means no clear call, values can overlap the other calls; inactive means below that.
molecule	GDH-TPI counter	Mtb BioA inh	FBA Mtb inh	UGM FP inh	PfHsp40 yeast	BoNT-F LC inh	Anthrax LF inh2	BoNT-A LC inh2	FadD28 binding
COC(CSc1ncnc2c1oc1nc3c(cc12)COC(C)(C)C3)OC	5	.	2	1.7	0.0	?	-34	0.9	-3.3
O=C(c1ccco1)N1CCN(C(=O)C2CCN(S(=O)(=O)c3cccc4nsnc34)CC2)CC1	17	3.5	0	3.6	0.1	12	0	0.1	-0.7
Cc1ccc(-c2nn3c(C)nnc3s2)cc1NC(=O)COc1ccc(Cl)cc1	-1	-2.2	1	2.7	-0.9	-8	-4	-0.5	-1.2
O=C(c1ccc([N+](=O)[O-])o1)N1CCOCC1	2	.	-1	0.3	-0.3	-2	-2	-0.8	-2.1
CC(=O)CSc1nc(-c2ccccc2)c(-c2ccccc2)o1	4	0.6	50*	1.0	18	9	-3	-4.3	-0.3
O=C(CN(C(=O)CNC(=O)c1cccs1)c1ccccc1F)NC1CCCCC1	-3	1.7	1	-2.5	0.1	-14	3	-1.1	0.4
Cc1cc(OCC(=O)NC2CC(C)(C)NC(C)(C)C2)c(C)cc1Br	-5	0.7	1	-2.8	-0.6	0	0	1.1	-3.6
CC(C)(c1ccccc1)c1ccc(OCC2CO2)cc1 (configuration not stated)	4	1.1	-1	-0.7	-0.6	15	0	0.5	-2.9
C=CCN1C(c2ccc(OCC)cc2)=CS/C1=C(\C#N)c1nnc2n1CCCCC2	24	0.3	-4	-2.4	0.7	-5	-4	0.7	-2.6
Cc1cc(N2C(=O)C(O)=C(C(=O)c3cc4ccccc4o3)C2c2cccc(Br)c2)no1 (configuration not stated)	15	0.4	3	2.4	2.7	4	1	2.5	-0.7
COc1cc([N+](=O)[O-])ccc1NC(=O)COC(=O)CCS(=O)(=O)c1ccc(C)cc1	13	-1.2	1	-0.1	0.0	10	6	5.7	0.1
O=S(=O)(c1cc(F)ccc1F)N1CCN(c2ncnc3ccccc23)CC1	12	1.1	3	5.0	-1.3	9	3	1.2	-3.2
CSc1nccc(-c2sc(SC)c(C#N)c2-c2ccccc2)n1	1	.	-1	0.7	1.0	.	.	.	0.7
CC(C)C(C(=O)Nc1ccc2c(c1)OCCOCCOCCOCCO2)N1C(=O)c2ccccc2C1=O (configuration not stated)	8	.	-2	-2.9	0.9	-6	-2	-0.7	0.0
O=C(CSc1ncn(-c2ccccc2)n1)Nc1ccc2c(c1)OCCO2	-1	1.3	1	-1.8	1.3	-2	0	-0.6	-5.6
COc1ccc(/C=N/NC2=NS(=O)(=O)c3ccccc32)cc1OC	35*	0.3	-3	2.1	-2.3	-6	-20	1.0	-0.8
COc1cccc(N(CC(=O)NCc2ccco2)C(=O)CCC(=O)Nc2nccs2)c1	5	-0.8	3	0.9	0.9	1	-2	1.4	0.0
Cc1cnc(NC(=O)Cn2cnc3c2c(=O)n(C)c(=O)n3C)s1	-10	-0.7	4	-1.1	-0.6	-6	-4	-0.6	-2.3
CNc1ccccc(-c2ccc3cc4c(cc3n2)OCO4)c1=O	17	-1.0	0	0.6	-0.7	-5	2	2.1	-2.4
O=C(CN1CCN(c2ccc(F)cc2)CC1)c1cccs1	-2	.	1	-1.3	-2.4	-6	0	1.0	-1.9
COc1ccc(OCCOC(=O)CN2C(=O)NC3(CCCC3)C2=O)cc1	-5	0.1	1	-0.6	-0.7	12	-1	-0.3	-2.8
CCc1nnnn1-c1ccc([N+](=O)[O-])cc1C	-7	.	3	3.4	-0.4	3	4	-0.8	-2.1
Cc1ccc(S(=O)(=O)N(C)c2ccc(C(=O)NCc3ccccc3F)cc2)cc1	7	.	0	1.3	2.5	9	-1	0.2	-0.5
O=C(c1ccc(Cl)c([N+](=O)[O-])c1)N(Cc1cccc(Cl)c1)C1CCS(=O)(=O)C1 (configuration not stated)	-6	.	0	.	1.3	-1	1	0.5	-4.9
Cc1ccc(OCCC(=O)OCC(=O)Nc2ccc3[nH]c(=O)[nH]c3c2)cc1	-3	.	-5	-1.8	0.0	0	0	0.6	-7.3
O=C(c1cscn1)N1CCCC(N2CCN(c3ccc(F)cc3)CC2)C1 (configuration not stated)	7	1.2	2	1.0	-0.6	-9	-2	1.2	0.1
O=C(NCC1CCCO1)c1c(O)nc2sccn2c1=O (configuration not stated)	-1	-1.1	0	.	5.3	-1	4	5.9	-1.8
O=C(Nc1ccc(N2CCOCC2)c(S(=O)(=O)Nc2ccccc2Cl)c1)c1ccccc1	0	0.9	-1	0.6	1.7	-4	-6	0.6	-3.9
Cc1coc2c1c(C)cc1oc(=O)c(CC(=O)N[C@@H](C)C(=O)O)c(C)c12	-6	-1.0	38*	-3.3	0.2	10	-12	1.2	-5.6
O=C(c1n[nH]c(=O)c2ccccc12)N1CCOCC1	-6	.	0	1.2	-0.2	3	-1	0.9	0.0
CC1(C)CC(=O)C2=C(C1)N(c1ccc(F)cc1)C(N)=C(C#N)C2c1cccs1 (configuration not stated)	4	1.5	1	1.3	-1.4	-1	-2	-1.1	-6.3
CC(C)(C)NC(=O)NC(=O)CN1C(=O)NC(c2ccccc2)(c2ccccc2)C1=O	13	0.5	0	-1.5	-0.2	-13	-4	-0.5	-0.9

# Results in FBA Mtb inh, UGM FP inh and PfHsp40 yeast (3 entries from above):
molecule,FBA Mtb inh,UGM FP inh,PfHsp40 yeast
Cc1ccc(OCCC(=O)OCC(=O)Nc2ccc3[nH]c(=O)[nH]c3c2)cc1,-5,-1.8,0.0
O=C(c1cscn1)N1CCCC(N2CCN(c3ccc(F)cc3)CC2)C1 (configuration not stated),2,1.0,-0.6
O=C(NCC1CCCO1)c1c(O)nc2sccn2c1=O (configuration not stated),0,.,5.3

# Next section:
molecule	GDH-TPI counter	Mtb BioA inh	FBA Mtb inh	UGM FP inh	PfHsp40 yeast	BoNT-F LC inh	Anthrax LF inh2	BoNT-A LC inh2	FadD28 binding
CN(C)S(=O)(=O)c1ccc(S(=O)(=O)N(Cc2ccco2)Cc2ccccc2Cl)cc1	11	-1.1	1	0.9	-2.2	-8	0	-0.8	-3.4
COC(=O)[C@@H](Cc1ccccc1)NC(=O)/C=C/[C@H]1O[C@@H](n2cnc3c(NC(=O)c4ccccc4)ncnc32)[C@H](O)[C@@H]1O	.	-0.4	1	.	.	-13	13	-0.1	0.1
COc1ccccc1C(=O)NCCNC(=O)c1ccc(C)nc1	14	-3.4	5	-0.3	-1.4	1	-2	1.3	1.0
Cc1cc(C(=O)N/N=C2\CC(=O)c3ccccc32)c(C)n1-c1ccccc1	6	.	0	1.8	-1.0	-7	-8	-0.1	-5.8
O=C(N[C@H]1/C=C\[C@@H](O)CCCC1)OCc1ccccc1	2	-0.4	3	.	0.3	-6	-1	-0.2	-1.8
CC(=O)CSc1ncnc2c1oc1ccccc12	5	-0.1	0	0.3	3.4	0	1	-0.7	-1.8
Cn1ncc(Cl)c1C(=O)N1CCN(S(=O)(=O)c2ccc(Cl)s2)CC1	-6	0.3	-2	4.2	0.7	7	-2	1.2	-0.3
CN1c2ccccc2Oc2nnc(N3CCN(Cc4ccccc4)CC3)cc21	6	1.1	57*	2.0	0.6	0	-2	-0.7	-2.4
Cc1ccc(-c2csc(/C=C3\SC(C)C(=O)N3CC(=O)Nc3ccccc3F)n2)cc1 (configuration not stated)	-3	-0.6	-1	-2.6	-0.1	-2	-9	0.0	-2.8
COC(=O)C1=C(c2ccc(OC)c(OC)c2)C[C@@H]2CC[C@H]1N2C(=O)N1CCC(O)CC1	7	1.9	-1	1.8	0.6	4	1	-0.1	-0.8
Cc1nnc(SCc2nnc(-c3cccs3)o2)n1Cc1ccccc1	3	.	4	.	0.1	-2	-4	-0.1	-3.0
O=C(NCc1cccs1)c1cc2ccccc2o1	-6	0.5	-3	3.5	0.4	-15	-4	-2.8	-1.8
CC(C)CNS(=O)(=O)c1cc(C(=O)OCC(=O)N(C)C2CCS(=O)(=O)C2)c(Cl)cc1Cl (configuration not stated)	3	0.2	2	-2.9	0.3	1	2	-1.0	-4.1
COc1ccc(N2CCN(C(=O)c3ccc4[nH]c(C)c(C)c4c3)CC2)cc1	-1	1.2	1	0.4	1.0	1	2	0.7	-2.2
CCCCOC(=O)Nc1nnc(-c2ccccc2OC)s1	0	-2.8	10	-1.0	-1.2	3	5	0.1	-3.6
CC(=O)c1cccc(-c2ccc(CN3C(CC(C)C)C(=O)N(Cc4cn(CC5CCCCC5)nn4)CCS3(=O)=O)cc2)c1 (configuration not stated)	14	-2.3	1	.	0.3	-4	-4	-0.3	-1.1
O=C1CC(N2CCN(c3ccccc3)CC2)C(=O)N1CCc1ccccc1 (configuration not stated)	7	.	2	0.5	-0.1	-1	-5	-1.1	-0.3
CC(C)NC(=O)Nc1ccc2c(c1)C(=O)N([C@H](C)CO)C[C@H](C)[C@@H](CN(C)Cc1ccc3c(c1)OCO3)OCCCC[C@@H](C)O2	4	-0.4&5.7	0	.	.	-2	-7	0.0	-1.8
COc1ccc(Nc2nnc(SCC(=O)NC3CC3)s2)cc1	1	-0.2	-3	-3.3	-2.0	4	4	-0.6	.
CCCn1c(NC(=O)c2cccc(C)c2C)nc2ccccc21	2	-2.0	0	0.2	0.6	5	-7	-0.9	-1.1
O=C(N/N=C/c1cccnc1)c1cccc(Cl)c1	-9	12	1	0.3	1.5	-13	2	1.3	-4.3
c1ccc(Nc2nc(-c3ccncc3)nc3ccccc23)cc1	6	-2.0	3	.	-0.4	-6	-2	0.1	-1.3
Cc1cc2[nH]ncc2cc1NC(=S)NC(=O)c1ccccc1	6	.	3	1.7	1.7	-50	-8	-3.3	0.0
COC(=O)CSc1nnc(CNC(=O)c2cccs2)n1-c1cc(OC)ccc1OC	7	.	-1	1.0	1.7	6	-2	0.6	-0.6
COc1ccc(C2=NS(=O)(=O)N(C)C(C(=O)N3CCC(C(N)=O)CC3)=C2)cc1	12	1.2	3	-1.9	1.3	1	-2	0.3	-3.8
NC(=O)C1CCN(CCC(=O)Nc2ccc(F)c(F)c2)CC1	-1	1.1	0	0.2	-0.3	7	2	2.3	-4.5
COc1ccc(CNC(=O)[C@H](Cc2ccccc2)NC(=O)CC[C@H]2O[C@@H](n3ccc(=O)[nH]c3=O)[C@H](O)[C@@H]2O)cc1	.	-0.1	1	.	.	-5	5	0.0	-0.7
Cc1nn2cnnc2c(C)c1Cc1ccc(Cl)cc1	3	.	4	-0.1	0.4	0	-5	0.9	-1.1
Cc1cc(C)c(C)c(S(=O)(=O)NCC(=O)NCC2CCCCC2)c1C	-2	.	1	2.6	4.6	7	2	3.8	2.1
O=[N+]([O-])c1ccc(N2CCN(Cc3ccccc3)CC2)s1	5	-0.8	-28	-0.5	6.3	-4	6	-1.4	-1.5
COc1ccc(CC(=O)N2N=C(c3ccncc3)CC2(O)C(F)(F)F)cc1 (configuration not stated)	1	.	2	5.5	-1.7	2	-2	0.1	-1.7
Oc1c(CN2CCOCC2)cc(-c2ccccc2)cc1CN1CCOCC1	-12	.	-2	0.6	1.3	-7	0	0.2	-1.1
Cc1ccccc1N1Cc2ccccc2C1=O	6	0.4	4	.	.	-2	1	0.0	0.0
CCOC(=O)c1ccc(N=c2ssnc2Cl)cc1	4	1.6	-3	.	-0.4	0	-2	0.5	-0.9
Cc1ccc2c(CSc3nncn3C)cc(=O)oc2c1C	0	5.2	2	0.2	-0.5	3	-8	-0.9	-2.8
COc1ccc2c(c1)oc(=O)c1ccccc12	5	1.0	88*	-0.6	0.9	-1	0	-0.5	-5.5
CCn1c(=NC(=O)CSCC(=O)Nc2nccs2)sc2ccccc21	3	-1.1	2	0.3	0.9	-4	-2	0.1	-4.7

# Random draw from the library; 4.7% or so of the library scored in one or more.
